# TRPC4 act – TRPC4 (mouse) channel activation; HEK293 TRPC4beta/mu-opioid, Fluo4 calcium fluorescence; active compounds read high; 0.49% of 310,000 active; B-score at 10 µM;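 active = B-score above 5 SD of library B-scores, and initial fluorescence ratio not above library mean plus 5 SD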;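 also: positive B-score marks a calcium rise read as TRPC4 activation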
#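 Technique: kinetic Fluo4 calcium fluorescence; Test system: TRPC4beta and mu-opioid receptor HEK293 stable cells; Measure: B-scored integrated calcium fluorescence ratio; Benchmarks: low control buffer alone, high control maximal DAMGO; Schedule: 45 min room-temperature Fluo4 loading, 110 s read.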
# KCNK3 block – human KCNK3 channel inhibition, primary screen. O14649. CHO-KCNK3 thallium flux, FluxOR fluorescence; active compounds read low. B-score at 10 µM. 0.84% of 340,000 active. AID 602410;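 active = B-score under library mean minus 4 SD, starting fluorescence ratio at most library mean plus 5 SD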;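 also: more negative B-score means stronger inhibition of thallium flux through KCNK3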
# KCNK9 block – inhibitors of human KCNK9 two-pore domain potassium channel | Q9NPC2 | HEK293 KCNK9, FluxOR thallium flux fluorescence; active compounds read low | B-score at 10 µM | 1.2% of 310,000 active | AID 488922;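 active = ratio B-score over 3 SD below the library mean, with starting fluorescence within 5 SD of its mean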;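 also: negative B-score means less thallium flux so channel inhibition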
# Target sequence (Q9NPC2 whole entry, looked up, the tested form may be a part): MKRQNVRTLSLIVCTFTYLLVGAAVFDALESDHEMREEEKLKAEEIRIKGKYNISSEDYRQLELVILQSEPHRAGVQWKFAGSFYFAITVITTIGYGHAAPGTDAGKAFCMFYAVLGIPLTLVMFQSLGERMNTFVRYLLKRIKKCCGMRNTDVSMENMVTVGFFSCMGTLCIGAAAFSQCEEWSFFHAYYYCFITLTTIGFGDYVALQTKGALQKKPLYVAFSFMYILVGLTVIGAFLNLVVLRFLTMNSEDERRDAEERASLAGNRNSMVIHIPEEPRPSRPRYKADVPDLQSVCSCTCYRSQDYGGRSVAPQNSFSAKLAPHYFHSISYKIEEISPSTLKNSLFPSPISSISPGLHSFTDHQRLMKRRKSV
# TRPC4 block – blocks the mouse TRPC4 cation channel; Q9QUQ5; HEK293 TRPC4beta/mu-opioid, DAMGO-evoked Fluo4 calcium flux; active compounds read low; B-score at 10 µM; 0.39% of 300,000 active;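 active = B-score over 3 SD under the library average, no early fluorescence shift, positive overall ratio signal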
#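 Assay system: HEK293 cells with stable TRPC4beta plus mu-opioid receptor expression; Probe or stimulus: DAMGO in two steps, submaximal then maximal; Dosing: single-point compound dosing; Measured by: Fluo4 calcium-dye fluorescence, kinetic read; Read-out basis: B score from integrated Fluo4 fluorescence ratio.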
# KCNQ1 inh – inhibitors of human KCNQ1 potassium channel. P51787. CHO-K1 KCNQ1, FluxOR thallium flux fluorescence; active compounds read high. B-score at 10 µM. AID 2642. 1.3% of 310,000 active;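 active = compounds whose thallium flux B-score, printed positive for inhibition, exceeds three library SD while starting fluorescence stays within three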;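 also: channel opened by potassium depolarization with thallium stimulus after 20 min compound exposure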
# Target sequence (P51787 whole entry, looked up): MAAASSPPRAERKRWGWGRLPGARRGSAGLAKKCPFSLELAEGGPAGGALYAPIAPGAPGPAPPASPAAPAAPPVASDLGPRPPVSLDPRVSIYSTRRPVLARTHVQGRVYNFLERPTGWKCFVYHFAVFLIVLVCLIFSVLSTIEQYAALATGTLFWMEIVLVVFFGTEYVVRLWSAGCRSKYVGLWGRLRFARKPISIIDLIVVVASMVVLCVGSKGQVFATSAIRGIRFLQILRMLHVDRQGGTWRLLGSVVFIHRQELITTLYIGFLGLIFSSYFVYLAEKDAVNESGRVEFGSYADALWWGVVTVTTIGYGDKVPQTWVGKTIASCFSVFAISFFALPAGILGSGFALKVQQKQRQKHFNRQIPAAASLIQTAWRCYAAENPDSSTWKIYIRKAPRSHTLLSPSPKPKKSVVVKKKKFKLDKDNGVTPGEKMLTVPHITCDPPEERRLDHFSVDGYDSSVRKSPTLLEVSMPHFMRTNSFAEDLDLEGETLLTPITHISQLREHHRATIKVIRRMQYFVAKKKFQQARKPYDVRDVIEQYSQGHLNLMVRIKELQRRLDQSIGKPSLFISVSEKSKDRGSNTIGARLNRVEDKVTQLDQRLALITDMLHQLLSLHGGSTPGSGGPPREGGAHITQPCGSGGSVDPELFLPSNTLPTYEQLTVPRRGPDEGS
# KCNQ1 act – human KCNQ1 channel potentiation or activation; P51787; CHO-K1 KCNQ1, thallium flux FluxOR fluorescence; active compounds read high; B-score at 10 µM; 0.35% of 310,000 active; AID 2648;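 active = fluorescence ratio B-score, a plate-corrected score, at least three library SD, with initial intensity B-score within 5 SD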
#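 assay system = CHO-K1 cells stably expressing KCNQ1 | medium = assay buffer, equal DMSO in all wells | timing = 37 °C overnight plating, 90-min dark dye load, 20-min compound pretreatment | measured by = kinetic FluxOR thallium fluorescence, 10-s 1-Hz baseline, 110-s post-stimulus read | measure = fluorescence change relative to baseline, converted to B score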
# Platelet DG rel – modulates dense granule release in human platelets; human platelet-rich plasma, SFLLRN dense granule ATP release, luminescence; inhibition, %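 (compounds screened at 7.5 µM in platelet-rich plasma)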; 0.22% of 300,000 active;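 active = mean replicate score, as percent of positive control, at or above 50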
# hERG rescue – shields human hERG channel from block by proarrhythmic agents; AID 1511; Q12809; activation (rescue from dofetilide block), less the hit threshold, % at 10 µM; 0.51% of 310,000 active; CHO-hERG, FluxOR thallium flux, dofetilide IC70 present;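 active = activation above the mean of controls blocked by dofetilide plus 5 SD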;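 also: thallium influx through hERG after potassium depolarization seen as dye fluorescence rise; in these data hits start at about 4.7%; inactives centre near -7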
# DYRK1A inh – Dyrk1A (rat) kinase inhibition | ADP-Glo luminescence, NFATc1 peptide | 0.43% of 310,000 active | Q63470 | inhibition, % at 12.5 µM; in the data active = inhibition above about 50%;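 also: plate controls were vehicle with enzyme for no effect and no enzyme for full effect; many of its hits are not listed in these tables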
# TRPC4 potent – allosteric potentiators of mouse TRPC4 channel; HEK293 TRPC4beta/mu-opioid, DAMGO EC20, Fluo-4 Ca2+ flux; active compounds read high; B-score at 10 µM; 0.42% of 310,000 active; AID 2227;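 active = B-score of calcium response area above 5 SD of library B-scores, with initial fluorescence ratio within 5 SD of library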;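 also: B-score of integrated fluorescence ratio over time as area under calcium response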
# PolyA inh – blocks polyadenylation in yeast reporter cells. S. cerevisiae SKY197-pL101 polyadenylation reporter, beta-gal luminescence; efflux-impaired pdr1/pdr3 knockout yeast; score 100 = 6 SD above DMSO. calls only at 12 µM. 0.02% of 300,000 active;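 active = lowest replicate activity score at least 50, where 100 means six control SD above control mean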;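 also: yeast exposed to compound for 9 h at 30 °C; higher score means more reporter readthrough which indicates perturbed polyadenylation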
# Active calls of the source: *; i = inactive; · = not tested or not shown.
SMILES,TRPC4 act,KCNK3 block,KCNK9 block,TRPC4 block,KCNQ1 inh,KCNQ1 act,Platelet DG rel,hERG rescue,DYRK1A inh,TRPC4 potent,PolyA inh
O=C(NCc1ccccn1)C(=O)Nc1cc2c3c(c1)CC(=O)N3CCC2,i,i,i,i,i,i,-2,-6,-4,i,i
c1ccc(-c2noc(-c3ccc4ccccc4c3)n2)cc1,i,i,i,i,i,i,17,-8,2,i,·
O=C(CCNS(=O)(=O)c1cccs1)NCc1ccco1,i,i,i,i,i,i,-4,-14,-3,i,i
COc1cc(C(=O)NCc2nnc(SCC(=O)Nc3cccc(C(F)(F)F)c3)o2)cc(OC)c1OC,i,i,i,i,i,i,-6,-2,-1,i,i
Cc1ccccc1NC(=O)C(=O)NCCCN1CCOCC1,i,i,i,i,i,i,18,-4,3,i,i
O=C(CSc1nnc(CNc2ccc(F)cc2)o1)OC1CCCCC1,i,i,i,i,i,i,-1,-10,-2,i,i
CC1=C(C(=O)OCc2ccccc2)C(c2ccccc2)NC(=O)N1 (centres undefined),i,i,i,i,i,i,1,-9,3,i,i
Cc1cc(N2CCN(c3ccccc3)CC2)n2c(n1)nc1ccccc12,i,i,i,i,i,i,-8,-25,11,i,i
NC(=O)CC(NC(=O)Cc1cccc2ccccc12)c1ccc(N2CCN(c3ccc(F)cc3)CC2)c([N+](=O)[O-])c1 (centres undefined),i,i,i,·,i,i,2,-3,-3,i,i
O=C(CCN1C(=O)c2ccccc2S1(=O)=O)N1CCN(c2cccc(Cl)c2)CC1,i,i,i,i,i,i,8,-18,-1,i,i
CCOC(=O)Cc1cn2c(=O)cc(CSCC(=O)Nc3ccc(C)c(C)c3)nc2s1,i,i,i,i,i,i,-1,-4,0,i,i
O=C(NCc1cccs1)c1cc(-c2ccncc2)nc2ccc(Br)cc12,i,·,i,i,i,i,-8,-21,·,i,i
Nn1c(SCC(=O)Nc2ccccc2F)nnc1-c1cccs1,i,i,i,i,i,i,·,-8,20,i,i
COC(=O)c1ccccc1NC(=O)CSc1nnc(-c2ccc(C)cc2)o1,i,·,i,i,i,i,-1,-2,·,i,i
Cc1ccccc1C(=O)NC(CC(C)C)C(=O)Nc1ccc(F)c([N+](=O)[O-])c1 (centres undefined),i,i,i,i,i,i,-7,-8,-2,i,i
COc1ccc(N2CCN(C(=O)CSc3ncn[nH]3)CC2)cc1,i,i,i,i,i,i,0,-8,-5,i,i
COCc1nnc(NC(=O)CS(=O)(=O)c2ccc(C)cc2)s1,i,i,i,i,i,i,-4,-3,-5,i,i
COc1ccc(C(=O)c2cc([N+](=O)[O-])ccc2N2CCN(C)CC2)cc1,i,i,i,i,i,i,2,-14,-2,i,i
CCn1cc(C(=O)OCC(=O)OC2CC(C)CCC2C(C)C)c(=O)c2ccc(C)nc21 (centres undefined),i,-11*,i,i,i,i,0,-18,0,i,i
COC(=O)c1ccc(/C=C2/C(=O)Oc3ccccc32)cc1,i,i,i,i,i,i,-3,-3,3,i,i
Cc1ccc(S(=O)(=O)N(C)C)cc1NC(=S)NCCCn1ccnc1,i,i,i,i,i,i,1,-11,2,i,·
Cc1ccc(NS(=O)(=O)c2cccc(C(=O)O)c2)c(C)c1,i,i,i,i,i,i,-2,-3,·,i,i
Cc1ccc(-c2nc(=O)[nH]c3ccc(Br)cc23)cc1,i,i,i,i,i,i,-3,-4,0,i,i
Cc1c(-c2cc(C(=O)O)no2)cnn1C,i,i,i,i,i,i,9,-6,1,i,i
CC(=O)c1ccc(N2CCN(C(=O)c3cc(C)on3)CC2)cc1,i,i,i,i,i,i,0,-8,-30,i,i
SMILES,TRPC4 act,KCNK3 block,KCNK9 block,TRPC4 block,KCNQ1 inh,KCNQ1 act,Platelet DG rel,hERG rescue,DYRK1A inh,TRPC4 potent,PolyA inh
O=C(NCc1ccncc1)c1ccc(Cn2cc(C(F)(F)F)ccc2=O)cc1,i,i,i,i,i,i,6,-9,1,i,i
Brc1ccc(-c2nc(-c3ccncc3)no2)cc1,i,i,i,i,i,i,0,-7,1,i,i
COc1ccccc1C(=O)COC(=O)Cn1c(C)csc1=O,i,i,i,i,i,i,13,-12,-5,i,i
O=C(CSc1nnc2c(n1)[nH]c1ccc(S(=O)(=O)N3CCOCC3)cc12)Nc1ccccc1Cl,i,i,i,i,i,i,-5,-19,1,i,i
COc1ccc(-c2nn(-c3ccccc3)cc2/C=C2/SC(=S)N(CCC(=O)O)C2=O)cc1,i,i,i,i,i,i,0,-14,0,i,i
CC(C)(C)NC(=O)CN(Cc1ccc2c(c1)OCO2)C(=O)CCC(=O)Nc1nccs1,i,i,i,i,i,i,12,-5,-3,i,i
CN(CC(=O)Nc1ccccc1-c1ccccc1)Cc1ccccc1Cl,i,-9.6*,-16*,i,8*,i,-1,-6,3,i,i
Cc1cccc(C)c1NC(=O)c1sc(Cl)nc1C,i,i,i,i,i,i,6,-4,1,i,i
Cc1noc(NC(=O)c2ccccc2Cl)c1C#N,i,i,i,i,i,i,1,-2,2,i,i
CS(=O)(=O)N1CCC(C(=O)Nc2ccc(Cl)c(C(F)(F)F)c2)CC1,i,i,i,i,i,i,0,-9,10,i,i
COc1ccc(C(=O)N(Cc2ccccc2)c2ccc(C)cc2)cc1S(=O)(=O)N1CCOCC1,i,i,i,i,i,i,13,-20,0,i,i
COc1ccc2[nH]c(-c3cccc(F)c3)cc(=O)c2c1,i,i,i,i,i,i,0,-6,·,i,i
O=c1c(-c2ccccc2)nc(-c2ccccc2)cn1O,i,i,i,i,i,i,0,4.9*,13,i,i
Cc1nnc2c(NCCC(C)C)nc3ccccc3n12,i,i,i,i,i,i,-3,-3,1,i,i
Cc1nc2nc(NC(=O)c3ccco3)[nH]n2c(=O)c1C,i,i,i,i,i,i,5,-6,-2,i,i
O=C(CCN1CCN(c2ccc(Cl)cc2)CC1)Nc1ccccc1F,i,i,i,i,i,i,2,-14,2,i,i
O=S(=O)(NCCNS(=O)(=O)c1ccc(F)cc1)c1ccc(F)cc1,i,i,i,i,i,i,14,-8,0,i,i
COC(=O)CC(NC(=O)C1CC1)c1ccc2c(c1)OCO2 (centres undefined),i,i,i,i,i,i,8,-9,-3,i,i
COc1ccc(NC(=O)/C(C#N)=C/c2ccc(OCCN3CCOCC3)c(OC)c2)c(OC)c1,i,i,i,i,i,i,11,-16,-5,i,i
O=C(Nc1ccc(S(=O)(=O)N2CCOCC2)cc1)c1ccc(Cl)s1,i,i,i,i,i,i,-1,2,·,i,i
COc1ccc(OCC(=O)Nc2nc3ccc(NC(C)=O)cc3s2)cc1,i,i,i,i,i,i,0,-13,0,i,i
COc1ccc2sc(N(CCN(C)C)C(=O)/C=C/c3cccs3)nc2c1,i,i,i,i,i,i,-1,-19,·,i,i
CCc1c(C)sc(NC(=O)C2CCCCC2C(=O)O)c1C(N)=O (centres undefined),i,i,i,i,i,i,-2,-4,-6,i,i
c1ccc2c(c1)OCC(c1nn3cnnc3s1)O2 (centres undefined),i,i,i,i,i,i,0,-9,-1,i,i
O=C(O)CCn1ncc2ccccc2c1=O,i,i,i,i,i,i,1,-8,-1,i,i

# Copied from the list.
# `c1ccc2c(c1)OCC(c1nn3cnnc3s1)O2` (centres undefined) in Platelet DG rel is entered as 0
# `CS(=O)(=O)N1CCC(C(=O)Nc2ccc(Cl)c(C(F)(F)F)c2)CC1` in hERG rescue is entered as -9
# `Cc1nc2nc(NC(=O)c3ccco3)[nH]n2c(=O)c1C` in DYRK1A inh is entered as -2
# `O=C(Nc1ccc(S(=O)(=O)N2CCOCC2)cc1)c1ccc(Cl)s1` in Platelet DG rel is entered as -1
# `COc1ccc2sc(N(CCN(C)C)C(=O)/C=C/c3cccs3)nc2c1` in hERG rescue is entered as -19

# Laid out differently: entries from further up.
SMILES | TRPC4 act | KCNK3 block | KCNK9 block | TRPC4 block | KCNQ1 inh | KCNQ1 act | Platelet DG rel | hERG rescue | DYRK1A inh | TRPC4 potent | PolyA inh
O=C(CSc1nnc2c(n1)[nH]c1ccc(S(=O)(=O)N3CCOCC3)cc12)Nc1ccccc1Cl | i | i | i | i | i | i | -5 | -19 | 1 | i | i
COc1ccc(-c2nn(-c3ccccc3)cc2/C=C2/SC(=S)N(CCC(=O)O)C2=O)cc1 | i | i | i | i | i | i | 0 | -14 | 0 | i | i
CC(C)(C)NC(=O)CN(Cc1ccc2c(c1)OCO2)C(=O)CCC(=O)Nc1nccs1 | i | i | i | i | i | i | 12 | -5 | -3 | i | i
CN(CC(=O)Nc1ccccc1-c1ccccc1)Cc1ccccc1Cl | i | -9.6* | -16* | i | 8* | i | -1 | -6 | 3 | i | i

# Additional compounds:
SMILES,TRPC4 act,KCNK3 block,KCNK9 block,TRPC4 block,KCNQ1 inh,KCNQ1 act,Platelet DG rel,hERG rescue,DYRK1A inh,TRPC4 potent,PolyA inh
O=C(COC(=O)c1cccnc1Nc1ccccc1F)NCCN1C(=O)CSC1=O,i,i,i,i,i,i,-14,-6,-1,i,i
CCS(=O)(=O)Nc1ccc(C(=O)c2ccccc2)cc1,i,i,i,i,i,i,·,-7,7,i,i
CCN1C(=O)/C(=C2/Sc3ccc(OC)cc3N2C)SC1=Nc1cccc(O)c1,i,i,i,i,i,i,1,-9,·,i,i
c1ccc(C(c2nnnn2Cc2cccs2)N2CCN(C3CCCC3)CC2)cc1 (centres undefined),i,i,i,i,i,i,-1,-9,-5,i,i
O=C(Cc1ccccc1)N/N=C/c1ccc(OC(=O)/C=C\c2ccco2)cc1,i,i,i,i,i,i,0,-1,1,i,i
O=C(CN1CCCCC1)N1c2ccccc2Oc2ccccc21,i,i,i,-5*,i,i,-1,-11,9,i,i
CCOC(=O)C1CCCN(C(=O)c2ccccc2NC(=O)C2=C(C)OCCS2)C1 (centres undefined),i,i,i,i,i,i,5,0,-3,i,i
Nc1ccc2nc(SCC(=O)c3ccccc3)sc2c1,i,i,i,i,i,i,0,-7,-1,i,i
CC(C)C1S/C(=N/N=C/c2ccco2)NC1=O (centres undefined),i,i,i,i,i,i,0,-1,-2,i,i
CCC1Sc2ccc(S(=O)(=O)CCC(=O)Nc3c(Cl)cc(OC)cc3OC)cc2NC1=O (centres undefined),i,i,i,i,i,i,-8,-8,-2,i,i
O=C(c1ccc(=O)oc1)N1CCC(C(O)(c2ccccc2)c2ccccc2)CC1,i,i,i,i,i,i,·,-13,5,i,i
COc1nc(N(C)C)nc(N2CC(=O)N(CCNS(=O)(=O)c3ccc(C)cc3)C2=N)n1,i,i,i,i,i,i,-1,-5,2,i,i

# Screening data: PubChem BioAssay, several laboratories

# A portion of the library. The share of hits here may be higher or lower than overall.
